Assay outcomes deposited in PubChem BioAssay by several laboratories.
Rpn11 inh: Rpn11 (PSMD14) deubiquitinase inhibitors, primary screen, biochemical, fluorescence polarization, uHTS. human 26S proteasome, Ub4-pepOG fluorescence polarization; 20S core pre-blocked with epoxomicin. 360,000 tested, 0.59% active. 26S proteasome non-ATPase regulatory subunit 14 (Homo sapiens), O00487. AID 588493, 2011. calls only at 20 µM;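 active = inhibition at 20 µM, scaled to each plate's controls, above about 33%, limit read from the data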
LMPTP block: LMPTP phosphatase inhibitors, primary screen, biochemical, fluorescence intensity, uHTS | Low molecular weight phosphotyrosine protein phosphatase (Homo sapiens), P24666 | recombinant LMPTP-A, OMFP fluorogenic substrate | inhibition, % at 20 µM | 360,000 tested, 0.22% active;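 active = compounds that cut the enzyme signal by at least half of the control window in the single-dose screen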;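 also: plate controls were DMSO wells with enzyme plus substrate for no effect and substrate without enzyme for full effect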
Target sequence (P24666 whole entry, looked up): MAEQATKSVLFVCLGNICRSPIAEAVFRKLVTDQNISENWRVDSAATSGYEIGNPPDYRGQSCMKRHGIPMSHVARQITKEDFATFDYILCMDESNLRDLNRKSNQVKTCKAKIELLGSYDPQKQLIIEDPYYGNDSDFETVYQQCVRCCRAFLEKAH
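Test system: LMPTP-A, protein tyrosine phosphatase of low molecular weight; Input: 0.625 nM enzyme; Incubation: 50 min dark incubation at room temperature; Signal: endpoint fluorescence intensity from OMFP dephosphorylation; Read-out basis: % inhibition versus control wells.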
TbMetRS inhib: T. brucei MetRS inhibitors, primary screen, biochemical, luminescence; methionyl-tRNA synthetase (Trypanosoma brucei brucei); purified T. brucei MetRS, ATP depletion, Kinase-Glo luminescence; inhibition, % at 11.9 µM; 360,000 tested, 0.4% active;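 active = inhibition above a per-plate cutoff of the control wells' mean inhibition plus 3 SD, cut at about 5.5% in these data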;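 also: 0% = DMSO wells median and 100% = median of wells with control inhibitor compound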
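Material: parasite MetRS enzyme / Replication: singlicate, one well per compound / Signal: luminescence of leftover ATP / Schedule: 2 h aminoacylation at 25 °C after 15 min preincubation / Medium: HEPES-MgCl2-KCl buffer plus DTT, spermine, BSA, pyrophosphatase / Doses: 11.9 µM single point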
SUMO1 PPI mod: modulators of SUMO1 protein-protein interactions, primary screen, biochemical, uHTS | Small ubiquitin-related modifier 1 (Homo sapiens), P63165 | SUMO1 binding to a labelled peptide, TR-FRET, 1 h | inhibition, % at 20 µM | 360,000 tested, 0.33% active; in the data active = inhibition above about 37%
DNMT1 block: human DNMT1 methyltransferase inhibitors, primary screen, biochemical, molecular beacon, fluorescence, HinP1I cleavage, uHTS | 360,000 tested, 0.83% active | AID 588458, 2011 | inhibition (reported as % activation of signal), % at 10 µM; in the data active = inhibition above about 50%
STEP block: STEP phosphatase inhibitors, primary screen, biochemical, fluorescence intensity, uHTS; Tyrosine-protein phosphatase non-receptor type 5 (Homo sapiens), P54829; recombinant STEP, OMFP fluorogenic substrate; inhibition, % at 20 µM; 360,000 tested, 0.25% active;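 active = inhibition at 20 µM, scaled per plate between control wells, above about 37%, limit read from the data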;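 also: 0% = DMSO with enzyme and substrate and 100% = substrate only without enzyme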
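System: isolated STEP enzyme; schedule: 20 min enzyme reaction at room temperature, protected from light; medium: Bis-Tris buffer pH 6.0, 2.5 mM DTT, 0.005% Tween 20; signal: fluorescence, 480/540 nm; dosing: single compound dose of 20 µM, 1% DMSO final; also added: OMFP substrate, 25 µM final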
CSN deneddyl inh: inhibitors of CSN-mediated cullin deneddylation, primary screen, biochemical, fluorescence polarization, uHTS | COP9 signalosome complex subunit 5 (Homo sapiens), Q92905 | AID 651999, 2013 | inhibition, % at 12.5 µM | Purified CSN, SCF-Nedd8-OG deneddylation | 360,000 tested, 0.38% active;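 active = pattern-corrected inhibition above about 35%, with an unprinted fluorescence ratio check between 0.5 and 1.5, limit read from the data, passing the limit was not always enough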;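 also: 0% = enzyme with substrate and 100% = substrate without enzyme; some results filed as inactive read as strong as hits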
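Test system: Human Csn5 produced in HEK293T cells | Compound: 12.5 µM single point | Times: 90 min, room temperature | Signal: Fluorescence polarization readout | Read-out basis: % inhibition of substrate cleavage by Csn5 | Controls: no-enzyme wells high, enzyme-with-substrate wells low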
PABP1 MLLE inh: inhibitors of PABP1 MLLE–PAM2 peptide binding, primary screen, biochemical, fluorescence polarization, FITC-PAM2, GST-MLLE. Polyadenylate-binding protein 1 (Homo sapiens), P11940. inhibition, % at 20 µM. 360,000 tested, 0.36% active. AID 588489, 2011; in the data active = inhibition above about 35%, passing the limit was not always enough;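 also: plate controls were DMSO wells with GST-MLLE for no effect and wells lacking GST-MLLE protein for full effect; some results filed as inactive read as strong as hits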
Target sequence (P11940 whole entry, looked up): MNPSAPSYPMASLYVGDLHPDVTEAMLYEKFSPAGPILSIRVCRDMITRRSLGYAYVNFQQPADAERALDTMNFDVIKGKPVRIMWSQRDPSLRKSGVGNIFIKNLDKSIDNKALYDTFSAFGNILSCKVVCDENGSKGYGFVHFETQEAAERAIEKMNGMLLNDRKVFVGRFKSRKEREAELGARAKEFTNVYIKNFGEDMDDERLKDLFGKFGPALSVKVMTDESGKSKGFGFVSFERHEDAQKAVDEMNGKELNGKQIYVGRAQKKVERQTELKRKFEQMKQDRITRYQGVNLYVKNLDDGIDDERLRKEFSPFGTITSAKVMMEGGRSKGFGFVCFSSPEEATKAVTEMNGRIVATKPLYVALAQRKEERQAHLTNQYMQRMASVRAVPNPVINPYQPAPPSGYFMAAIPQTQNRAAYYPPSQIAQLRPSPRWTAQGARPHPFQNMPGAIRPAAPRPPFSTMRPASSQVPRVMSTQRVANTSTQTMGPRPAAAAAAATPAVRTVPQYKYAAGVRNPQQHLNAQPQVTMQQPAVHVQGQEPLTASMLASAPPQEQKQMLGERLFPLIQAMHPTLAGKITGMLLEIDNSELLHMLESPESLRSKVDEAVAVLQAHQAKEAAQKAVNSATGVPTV
NadD block: inhibitors of S. aureus NadD, primary screen, biochemical, colorimetric, uHTS; Nicotinate-nucleotide adenylyltransferase NadD (Staphylococcus aureus N315); purified NadD enzyme, colorimetric absorbance read-out; inhibition, % at 20 µM; 360,000 tested, 0.78% active; AID 602399, 2012; in the data active = inhibition above about 26%; also: some compounds past the cut are filed as inactive
Scp1 inh: Scp-1 phosphatase inhibitors, primary screen, biochemical, colorimetric, uHTS; Carboxy-terminal domain RNA polymerase II polypeptide A small phosphatase 1 (Homo …; 340,000 tested, 0.88% active; AID 493091, 2011; inhibition, % at 20 µM; Recombinant Scp1, phosphopeptide, malachite green phosphate absorbance;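 active = inhibition above about 50% at 20 µM, limit read from the data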;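 also: plate controls were DMSO wells with enzyme for no effect and wells lacking enzyme for full effect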
Target sequence (Q9GZU7 76-261 limits assumed): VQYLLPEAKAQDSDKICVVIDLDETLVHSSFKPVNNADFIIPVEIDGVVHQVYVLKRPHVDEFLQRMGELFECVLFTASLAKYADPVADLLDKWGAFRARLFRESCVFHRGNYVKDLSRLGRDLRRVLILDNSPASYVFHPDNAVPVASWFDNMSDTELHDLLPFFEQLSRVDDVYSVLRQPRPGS
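Incubation: 45 min enzyme reaction at room temperature / System: truncated SCP-1 phosphatase (76-261aa) / Reagent: Phospho 17-mer peptide substrate / Buffer or medium: Acidic Tris acetate buffer with magnesium and detergent / Signal: absorbance at 630 nm / Doses: one concentration, 20 µM, with 1.0% DMSO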
* = called active by the depositor; i = inactive; nt = not tested or not shown; + = active, no number.

no.	Rpn11 inh	LMPTP block	TbMetRS inhib	SUMO1 PPI mod	DNMT1 block	STEP block	CSN deneddyl inh	PABP1 MLLE inh	NadD block	Scp1 inh	SMILES
1	i	0.0	-0.5	0	2	-1	0	2	1	-1	COc1ccc(C)cc1S(=O)(=O)NCC(c1ccc2c(c1)OCO2)N1CCOCC1 (stereo not given)
2	i	0.3	-0.2	-19	-2	2	6	-1	8	-7	N#Cc1c(-c2ccc(F)cc2)cc(-c2cccs2)nc1SCC(=O)O
3	i	-0.2	0.6	-1	5	0	11	-11	5	6	COc1ccc(NC(=O)CC2SC(=N)N(c3ccccc3)C2=O)c(OC)c1 (stereo not given)
4	i	-0.7	-0.2	-1	1	-2	-2	1	0	2	CCOc1ccccc1NC(=O)Nc1ccc(Br)cc1C
5	i	0.0	0.0	-6	-2	-1	0	-17	5	-3	CNc1nc(N)c(C(=O)Nc2cc(C)on2)s1
6	i	-2.7	1.0	-11	0	0	-2	15	2	nt	Cc1ccc2c(=O)n3c(nc2c1)C(CC(C)C)NC(=O)c1cccnc1-3 (stereo not given)
7	i	0.5	-0.6	-17	5	-2	4	10	0	14	CCN(Cc1ccccc1)C(=O)COC(=O)c1cc(=O)[nH]c2ccccc12
8	i	1.3	-0.4	2	-11	2	-2	0	8	-3	Cc1cc(NC(=O)c2cc(-c3ccc(C)c(C)c3)nc3ccccc23)no1

Results in sequence from the entries so far.
STEP block, entries 3 to 7: 0, -2, -1, 0, -2
CSN deneddyl inh, entries 3 to 7: 11, -2, 0, -2, 4

Carrying on:
no.	Rpn11 inh	LMPTP block	TbMetRS inhib	SUMO1 PPI mod	DNMT1 block	STEP block	CSN deneddyl inh	PABP1 MLLE inh	NadD block	Scp1 inh	SMILES
9	i	2.5	-0.4	0	0	3	-4	7	-9	-12	Cc1ccc(OCCC(=O)OCC(=O)NCCc2ccc(Cl)cc2)cc1
10	i	-0.4	-0.2	-23	1	4	-2	2	2	5	O=C(O)C(=O)/C(=C\c1ccsc1)c1ccc2ccccc2n1
11	i	-1.4	-0.2	-1	0	-3	2	6	-6	-6	O=C(CCS(=O)(=O)c1ccccc1)N(CCCN1CCOCC1)c1nc2ccccc2s1
12	i	0.8	1.1	3	-1	0	-4	8	6	-8	Cc1ccc(NC(=O)CNCc2ccc(Cl)cc2Cl)cc1S(=O)(=O)N(C)C
13	i	4.1	-1.1	-1	-2	1	-1	-5	-8	-12	COc1ccc(-c2nnc(-c3cc(OC)c(OC)c(OC)c3)o2)cc1OC
14	i	-0.2	-0.2	6	-3	0	0	14	-6	4	O=C(C1CCCN(S(=O)(=O)c2cc(Cl)ccc2Cl)C1)N1CCCCCC1 (stereo not given)
15	i	1.1	-1.0	-3	-2	-7	-4	2	3	3	CC(C)OCCCNc1ncc2c(n1)CC(c1ccc(N(C)C)cc1)CC2=O (stereo not given)
16	i	-0.4	0.0	-14	0	-2	1	7	0	-8	Cc1ccc(C23OCCN2CCn2nc4ccccc4c23)cc1 (stereo not given)

Remaining list, next part.
no.	Rpn11 inh	LMPTP block	TbMetRS inhib	SUMO1 PPI mod	DNMT1 block	STEP block	CSN deneddyl inh	PABP1 MLLE inh	NadD block	Scp1 inh	SMILES
17	i	3.3	-1.3	-14	0	2	-1	9	9	-5	COc1ccc(C(=O)c2sc(NC(C)C)nc2N)cc1OC
18	i	-0.9	0.1	0	6	0	4	0	-3	-4	OC1(c2ccc(F)cc2)CCN(Cc2ccccc2)C1 (stereo not given)
19	i	2.7	-0.2	-40	-1	4	2	-27	-4	-2	CCCCNc1ccc(C(CC(N)=O)NC(=O)c2ccccc2)cc1[N+](=O)[O-] (stereo not given)
20	i	-0.8	-0.2	0	-14	0	7	-6	-2	-10	CC#Cc1cc2c(cc1O)CCC1C2CCC2(C)C(O)CCC12 (stereo not given)
21	i	-2.6	0.5	1	-2	-1	-4	1	-14	-6	CCOc1cc(C(=O)NCC2CCCO2)cc(OCC)c1OCC (stereo not given)
22	i	-1.5	-0.1	3	3	1	-4	-7	7	6	CCCCC(=O)Nc1nnc(-c2ccc(OC)cc2)s1
23	i	-1.5	0.6	2	-4	-4	0	-9	8	-3	COc1ccc(Cc2nc3ccc(S(=O)(=O)N4CCOCC4)cc3[nH]2)cc1
24	i	-0.8	0.2	-2	-1	3	5	0	-3	2	c1ccc(Oc2ncnc3sccc23)cc1

Further compounds
no.	Rpn11 inh	LMPTP block	TbMetRS inhib	SUMO1 PPI mod	DNMT1 block	STEP block	CSN deneddyl inh	PABP1 MLLE inh	NadD block	Scp1 inh	SMILES
25	+	38	-0.6	1	41	85*	27	4	-5	86*	NC(=O)COc1ccc(/C=N\NC(=O)c2ccc(-c3ccccc3)cc2)cc1
26	i	-0.8	-0.3	2	-3	0	-1	-6	-6	-3	COc1ccc(NC(=O)c2cccc(S(=O)(=O)NCc3ccco3)c2)c(OC)c1
27	i	-0.2	-0.7	-2	2	-2	1	5	-3	-5	CN(c1ccc(C(=O)NC2CC2)cc1)S(=O)(=O)c1ccccc1
28	i	0.3	-0.6	-7	-4	12	-2	13	-8	-14	COc1ccc(/C=C2\CCc3ccccc3C2=O)cc1OC
29	i	4.5	0.0	-11	-15	-1	-1	18	3	-2	COc1ccc2nc3c(cc2c1)c(NC(=O)c1cccs1)nn3CC(C)C
30	i	1.7	-0.1	-2	4	-1	-10	19	-5	-12	COc1cc(C)ccc1OCCCCOc1ccccc1C(C)=O
31	i	0.4	-0.3	-8	5	4	5	13	1	nt	CCc1nc2ccc(C(=O)NCc3ccccc3OC)cn2c1N(CC)CCN(C)C
32	i	0.0	0.7	1	0	5	3	-12	3	-5	Cc1nn(C)c(C)c1/C=N/O

(listing goes on)
no.	Rpn11 inh	LMPTP block	TbMetRS inhib	SUMO1 PPI mod	DNMT1 block	STEP block	CSN deneddyl inh	PABP1 MLLE inh	NadD block	Scp1 inh	SMILES
33	i	1.4	0.1	2	2	-1	-4	-5	5	-9	CCN(CCNC(=O)CCCn1nc(C)n2c(cc3sccc32)c1=O)c1ccccc1
34	i	-0.7	-0.6	-5	2	-1	0	-4	-1	-3	O=C(NCc1cc(F)ccc1F)C1CCC(=O)N(C2CCCCCC2)C1 (stereo not given)
35	i	1.2	-0.1	3	-2	2	-7	-16	-9	-6	CN(CC1CCCN(CCc2ccc(Cl)cc2)C1)C(=O)c1ccc2nc[nH]c2c1 (stereo not given)
36	i	-2.0	0.2	4	2	-1	-2	-1	-5	-1	O=C(COc1ccccc1Cl)Nc1ccc2[nH]c(=O)[nH]c2c1
37	i	1.0	-0.5	2	1	0	-1	-5	-6	-5	O=C(Nc1ccc(Cl)cc1)N1CCC(c2ccccc2)C1 (stereo not given)
38	i	0.8	-0.1	-25	-1	-2	-4	1	2	-1	Clc1ccccc1CSc1cnnc2ccccc12
39	i	-0.2	0.1	-7	-8	0	8	-5	2	-7	CC(/C=N/NC(=O)Cc1cccs1)=C\c1ccco1
40	i	-1.6	-0.5	-1	-1	0	1	-22	-9	-14	O=C(NCCCN1CCC(Cc2ccccc2)CC1)C1CC(=O)N(C2CCCCCC2)C1 (stereo not given)

Next part.
no.	Rpn11 inh	LMPTP block	TbMetRS inhib	SUMO1 PPI mod	DNMT1 block	STEP block	CSN deneddyl inh	PABP1 MLLE inh	NadD block	Scp1 inh	SMILES
41	i	0.9	-0.5	-1	0	-1	-2	3	-10	-3	Cn1c(N)nc2ccccc2c1=O
42	i	1.1	0.2	5	1	-2	-2	6	-2	3	CCN(C(=O)c1cccnc1SC)C12CC3CC(CC(C3)C1)C2
43	i	-0.4	1.9	-10	-5	1	-4	-3	-2	-3	COc1cc(NC(=O)COC(=O)CNC(=O)c2ccc(Cl)cc2)c(C)cc1[N+](=O)[O-]
44	i	0.4	-0.3	-18	-1	4	2	32	-2	-4	O=C(O)c1cccc(NC(=S)NC(=O)c2ccc3ccccc3c2)c1
45	i	-0.4	-0.4	0	-1	1	0	1	-4	nt	CCOC(=O)C1(Cc2cccc(Cl)c2)CCCN(C(=O)CCN2CCCC2=O)C1 (stereo not given)
46	i	-2.0	0.2	3	5	-2	-3	-2	-6	-7	CCN(CC)C(=O)Nc1ccc(Br)cc1
47	i	-1.0	-0.2	3	13	2	-1	-10	-1	4	CCNc1nc(NCC)n2c(SCC(=O)Nc3ccccc3Cl)nnc2n1
48	nt	2.1	-1.7	6	nt	nt	48*	nt	7	nt	O=C1NC[C@H](CC2CCCCC2)N(CCc2cc(C(F)(F)F)cc(C(F)(F)F)c2)C1=O
49	i	-2.9	-0.2	-1	-2	3	-7	-14	-4	-6	Cn1c(CC(=O)Nc2ccc(Cl)c(Cl)c2)nnc1SCC(=O)Nc1nccs1
50	i	-1.5	-0.2	-1	3	-1	7	3	1	1	CC1(C)CC(=O)C(C=NC2CC(C)(C)NC(C)(C)C2)=C(O)C1

Structural class, those above containing a nitro group on carbon
no.	Rpn11 inh	LMPTP block	TbMetRS inhib	SUMO1 PPI mod	DNMT1 block	STEP block	CSN deneddyl inh	PABP1 MLLE inh	NadD block	Scp1 inh	SMILES
19	i	2.7	-0.2	-40	-1	4	2	-27	-4	-2	CCCCNc1ccc(C(CC(N)=O)NC(=O)c2ccccc2)cc1[N+](=O)[O-] (stereo not given)
43	i	-0.4	1.9	-10	-5	1	-4	-3	-2	-3	COc1cc(NC(=O)COC(=O)CNC(=O)c2ccc(Cl)cc2)c(C)cc1[N+](=O)[O-]
